# Source: PubChem BioAssay (University of Kansas High Throughput Screening Laboratory)
# Pf apPOL inh: Pf-apPOL DNA polymerase inhibition | AID 1794808 | Recombinant Pf-apPOL, molecular beacon fluorescence, 1.5 h | inhibition, % at 10 µM | 0.25% of 210,000 active
# mHTT-CaM PPI inh: mHTT-calmodulin interaction abrogation; inhibition, % at 15 µM; P42858; 3.6% of 190,000 active; AlphaScreen His-mHTT/GST-CaM binding, luminescence;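 note: 0% = both proteins with DMSO and 100% = one protein alone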
# Target sequence (P42858 whole entry, looked up, stated change not applied): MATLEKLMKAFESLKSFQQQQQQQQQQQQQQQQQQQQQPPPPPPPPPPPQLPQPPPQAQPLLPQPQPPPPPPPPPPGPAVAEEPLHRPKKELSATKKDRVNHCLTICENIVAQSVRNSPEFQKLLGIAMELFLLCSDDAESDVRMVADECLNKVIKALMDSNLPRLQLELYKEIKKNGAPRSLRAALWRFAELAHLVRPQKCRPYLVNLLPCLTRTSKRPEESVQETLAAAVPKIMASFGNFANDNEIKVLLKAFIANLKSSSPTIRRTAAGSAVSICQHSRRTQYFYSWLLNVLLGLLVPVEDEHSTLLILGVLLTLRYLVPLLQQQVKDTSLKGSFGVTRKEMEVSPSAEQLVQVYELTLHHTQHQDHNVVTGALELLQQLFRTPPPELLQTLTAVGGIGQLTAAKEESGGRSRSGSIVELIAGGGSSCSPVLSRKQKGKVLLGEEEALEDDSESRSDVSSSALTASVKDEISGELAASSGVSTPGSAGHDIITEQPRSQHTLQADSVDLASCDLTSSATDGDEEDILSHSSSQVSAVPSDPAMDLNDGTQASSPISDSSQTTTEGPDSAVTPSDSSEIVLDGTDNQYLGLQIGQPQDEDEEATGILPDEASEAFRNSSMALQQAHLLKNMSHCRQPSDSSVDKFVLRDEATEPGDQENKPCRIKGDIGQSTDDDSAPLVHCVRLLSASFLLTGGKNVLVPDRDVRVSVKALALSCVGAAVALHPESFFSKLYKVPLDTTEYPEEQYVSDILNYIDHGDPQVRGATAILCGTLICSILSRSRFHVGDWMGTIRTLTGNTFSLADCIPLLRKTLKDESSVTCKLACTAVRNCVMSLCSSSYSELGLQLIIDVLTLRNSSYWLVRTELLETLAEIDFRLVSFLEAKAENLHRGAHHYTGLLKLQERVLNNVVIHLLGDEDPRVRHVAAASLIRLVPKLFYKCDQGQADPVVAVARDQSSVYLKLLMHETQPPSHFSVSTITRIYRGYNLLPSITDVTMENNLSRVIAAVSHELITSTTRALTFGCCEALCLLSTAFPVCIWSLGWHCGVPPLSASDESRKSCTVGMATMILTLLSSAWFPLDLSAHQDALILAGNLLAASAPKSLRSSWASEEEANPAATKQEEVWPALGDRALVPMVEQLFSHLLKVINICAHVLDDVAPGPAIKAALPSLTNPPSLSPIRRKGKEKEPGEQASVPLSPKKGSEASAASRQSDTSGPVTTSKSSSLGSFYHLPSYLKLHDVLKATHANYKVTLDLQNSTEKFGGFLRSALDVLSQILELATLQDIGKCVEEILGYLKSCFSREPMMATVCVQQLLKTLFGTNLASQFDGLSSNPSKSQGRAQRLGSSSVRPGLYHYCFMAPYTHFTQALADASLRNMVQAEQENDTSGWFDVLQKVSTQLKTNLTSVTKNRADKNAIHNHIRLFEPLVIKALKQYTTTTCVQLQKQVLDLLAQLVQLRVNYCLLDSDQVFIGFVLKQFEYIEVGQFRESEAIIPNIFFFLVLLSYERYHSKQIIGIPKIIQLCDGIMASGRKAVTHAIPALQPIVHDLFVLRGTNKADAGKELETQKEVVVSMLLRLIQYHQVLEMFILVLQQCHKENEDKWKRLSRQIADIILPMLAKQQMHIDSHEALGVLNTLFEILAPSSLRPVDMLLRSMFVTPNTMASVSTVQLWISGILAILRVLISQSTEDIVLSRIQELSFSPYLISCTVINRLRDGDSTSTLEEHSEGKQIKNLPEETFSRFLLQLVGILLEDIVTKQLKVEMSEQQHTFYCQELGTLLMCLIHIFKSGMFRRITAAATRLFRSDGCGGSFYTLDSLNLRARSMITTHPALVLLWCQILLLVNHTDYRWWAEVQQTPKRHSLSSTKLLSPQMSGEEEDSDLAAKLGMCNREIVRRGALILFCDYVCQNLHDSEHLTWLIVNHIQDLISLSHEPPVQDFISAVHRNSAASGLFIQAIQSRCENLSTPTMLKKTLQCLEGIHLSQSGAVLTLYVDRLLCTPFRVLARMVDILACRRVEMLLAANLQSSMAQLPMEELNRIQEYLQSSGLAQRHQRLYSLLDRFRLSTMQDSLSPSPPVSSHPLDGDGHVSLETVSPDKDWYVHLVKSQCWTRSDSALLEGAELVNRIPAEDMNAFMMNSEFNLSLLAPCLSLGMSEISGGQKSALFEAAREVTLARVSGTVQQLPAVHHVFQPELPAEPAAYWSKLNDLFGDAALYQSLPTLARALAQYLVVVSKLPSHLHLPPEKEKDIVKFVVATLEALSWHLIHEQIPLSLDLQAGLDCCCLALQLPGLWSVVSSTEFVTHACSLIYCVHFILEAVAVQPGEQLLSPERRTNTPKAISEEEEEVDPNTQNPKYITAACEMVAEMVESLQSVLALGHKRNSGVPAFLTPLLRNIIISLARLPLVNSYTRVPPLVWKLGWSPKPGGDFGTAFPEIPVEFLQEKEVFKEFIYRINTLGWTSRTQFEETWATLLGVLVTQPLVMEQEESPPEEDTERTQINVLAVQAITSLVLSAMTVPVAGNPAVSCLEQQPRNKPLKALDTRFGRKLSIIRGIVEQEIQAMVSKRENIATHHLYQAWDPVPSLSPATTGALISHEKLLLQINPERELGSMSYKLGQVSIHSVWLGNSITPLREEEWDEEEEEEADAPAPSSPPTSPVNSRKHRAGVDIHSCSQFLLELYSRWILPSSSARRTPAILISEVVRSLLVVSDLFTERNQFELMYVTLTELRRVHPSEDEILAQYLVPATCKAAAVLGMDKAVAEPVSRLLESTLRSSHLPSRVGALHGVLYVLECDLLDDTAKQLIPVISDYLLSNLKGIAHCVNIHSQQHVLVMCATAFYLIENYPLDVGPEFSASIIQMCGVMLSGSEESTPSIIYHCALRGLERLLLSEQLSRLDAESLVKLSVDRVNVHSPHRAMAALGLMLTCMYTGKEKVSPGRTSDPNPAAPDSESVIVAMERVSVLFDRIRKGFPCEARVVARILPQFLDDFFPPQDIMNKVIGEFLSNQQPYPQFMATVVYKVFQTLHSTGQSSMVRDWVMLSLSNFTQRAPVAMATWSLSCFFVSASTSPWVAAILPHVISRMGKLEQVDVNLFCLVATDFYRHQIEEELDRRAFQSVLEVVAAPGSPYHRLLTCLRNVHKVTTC
# An asterisk follows results filed as active; i = inactive; · = no result given; & = joins results of further samples. Cut-off read from the data, not from the text of the source: active = inhibition above about 50%; inactive = the rest.
SMILES,Pf apPOL inh,mHTT-CaM PPI inh
COc1ccc(OC)c(N2C=C(C#N)S(=O)(=O)c3ccc(Cl)cc32)c1,0,-3
O=C(c1ccc(S(=O)(=O)N2CCCC2)cc1)N1CCN=C1SCc1ccccc1,2,1
Cc1ccc(C(=O)N2CCN(c3ccc(-c4nc(C)c(C)s4)cn3)CC2)cc1F,1,-12
COc1cc([N+](=O)[O-])ccc1N1C(=O)c2cccc([N+](=O)[O-])c2C1=O,0,-3
Cc1ccc(C(=O)Nc2ccc(C(=O)O)cc2)cc1S(=O)(=O)N1CCCCC1,8,-2
COc1ccc(C2(C(=O)Nc3ccccc3C)CCCC2)cc1OC,-4,-3
CCOc1ccccc1NS(=O)(=O)c1cc(Br)cc2c1N(C(=O)CC)CC2,-5,6
CCCCCC(=O)N1CCN(CCN=CC2=C(O)CC(c3ccco3)CC2=O)CC1 (configuration not stated),-4,9
O=c1oc2ccc(Br)cc2cc1-c1nc2ccccc2[nH]1,83*,-5
COc1ccc(C2(CNC(=O)c3cc(OC)c(OC)c(OC)c3)CCCC2)cc1OC,3,9
Cc1ccc(NC(=O)C2CCCN(c3cc(=O)n(C)c(=O)n3C)C2)cc1F (configuration not stated),7,3
CC1Cc2nc(SCC(=O)Nc3ccccc3)n(C)c(=O)c2S1 (configuration not stated),-5,2
O=C(NCc1ccc2c(c1)OCO2)c1ccc(-c2cccnc2)cc1,-5,14
CC(C)OCCCNC(=O)C1(C)CCC(=O)N1Cc1ccc(Cl)cc1 (configuration not stated),-3,0
COc1cccc(/C=C/C(=O)Nc2ccc3nc(N4CCN(C)CC4)cc(C)c3c2)c1OC,0,48
CS(=O)(=O)c1ccc(-c2cccc(NC(=O)c3ccccc3C(F)(F)F)c2)nn1,-6,34
Cc1cc2c(N3CCCC(C(=O)NCc4cccc(Br)c4)C3)nccc2s1 (configuration not stated),-2,28
CC(=O)Nc1ccc(S(=O)(=O)N2CCN(c3ccc(Cl)cc3[N+](=O)[O-])CC2)cc1,-6,13
COc1cc(N=c2oc3c(O)cc(C(C)(C)C)cc3cc2C(N)=O)cc(OC)c1,-8,56*
COC(=O)c1ccc(C(=O)OC)c(NC(=O)CN2CCOCC2)c1,4,-15
Cc1cccc(C)c1Nc1c(-c2cccs2)nc2ncccn12,-6,7
Nc1nccc(-c2ccc(Cl)cc2Cl)n1,·,-6
COc1ccccc1C(=O)Nc1ccc(NC(=O)C(C)C)cc1,0,4
COc1ccc(CN2C(=O)NC(=O)/C(=C/c3ccc(O)c(OC)c3)C2=O)cc1,4,5
NNC(=O)c1ccc(N2CCCC2=O)cc1,-4,-2
O=C(O)Cc1ccc(N=Cc2cccc([N+](=O)[O-])c2O)cc1,20,11
Cc1cc(C)nc(SCCN(C)C)n1,-9,-4
CCOc1ccc2c(c1)C(=O)c1cc(OCC)ccc1-2,1,16
CC(Sc1nc2c(c(=O)n(C)c(=O)n2C)n1Cc1cccc(Cl)c1)C(=O)O (configuration not stated),-2,-1
Cn1c(C2CCN(C(=O)c3ccccc3C(F)(F)F)C2)nc2cccnc21 (configuration not stated),0,3

# Reformatted field by field: part of the list above.
O=C(O)Cc1ccc(N=Cc2cccc([N+](=O)[O-])c2O)cc1
  Pf apPOL inh: 20
  mHTT-CaM PPI inh: 11
Cn1c(C2CCN(C(=O)c3ccccc3C(F)(F)F)C2)nc2cccnc21 (configuration not stated)
  Pf apPOL inh: 0
  mHTT-CaM PPI inh: 3

# Continuation:
SMILES,Pf apPOL inh,mHTT-CaM PPI inh
CC(Oc1cc2oc(=O)cc(-c3ccccc3)c2cc1Cl)C(=O)O (configuration not stated),-1,100*
O=[N+]([O-])c1ccc(N2CCC(n3cccc3)CC2)cc1,-9,·
Cc1cc(C)cc(NC(=O)N2CCC(n3cnc4c(Cl)cccc4c3=O)CC2)c1,2,-6
CNC(=O)N1C(=O)C(=O)c2ccccc21,-7,-2
COc1cccc(C2CC(c3ccc(C)cc3)n3nc(N)nc3N2)c1 (configuration not stated),4,26
CCCn1c(C(=O)N(C)Cc2ccccc2)cc2sc(C)cc21,-12,91*
Cc1cccc(-n2ncc3c(N4CCN(c5nc(C)cc(C)n5)CC4)ncnc32)c1,3,-3
COc1ccc(N2C3=C(C(=O)CC2c2ccccc2)C(=O)CC(C)(C)C3)cc1 (configuration not stated),0,9
NC(=O)C1(N2CCCCC2)CCN(C(=O)CCCCCn2c(=O)[nH]c3ccccc3c2=O)CC1,-5,4
COc1cc(/C=C2/N=C(c3ccc(Cl)cc3)OC2=O)cc(OC)c1OC,-2,-2
Cc1cccc(C(=O)Nc2ccccc2-c2nnc(-c3ccc(C(C)(C)C)cc3)o2)c1,1&8,·
CC(C)OCCCNC(=O)C1CCN(c2nc3ccccc3o2)CC1,-16,15
Cc1cc(C)n(CCNC(=O)C(C)n2nc(-c3ccc(F)cc3)ccc2=O)n1 (configuration not stated),-8,6
O=C1c2nc3ccccn3c2C(=O)N1Cc1ccccc1,-6,9
CC(=O)C1=C(C)NC(=O)NC1c1cccc(O)c1 (configuration not stated),-3,-5

# Random excerpt: seven entries already listed
SMILES,Pf apPOL inh,mHTT-CaM PPI inh
CC(C)OCCCNC(=O)C1CCN(c2nc3ccccc3o2)CC1,-16,15
CNC(=O)N1C(=O)C(=O)c2ccccc21,-7,-2
Cc1cc(C)cc(NC(=O)N2CCC(n3cnc4c(Cl)cccc4c3=O)CC2)c1,2,-6
Cc1cccc(-n2ncc3c(N4CCN(c5nc(C)cc(C)n5)CC4)ncnc32)c1,3,-3
Cc1cc(C)n(CCNC(=O)C(C)n2nc(-c3ccc(F)cc3)ccc2=O)n1 (configuration not stated),-8,6
CCCn1c(C(=O)N(C)Cc2ccccc2)cc2sc(C)cc21,-12,91*
O=C1c2nc3ccccn3c2C(=O)N1Cc1ccccc1,-6,9

# More compounds follow.
SMILES,Pf apPOL inh,mHTT-CaM PPI inh
COc1ccc(N2C(=O)CC(N(O)c3ccccc3)C2=O)cc1 (configuration not stated),-1,1
Oc1ccccc1CN1CCN(c2cc(-c3ccccc3)[nH]n2)CC1,0,28
Cc1ccc(C2Nc3ccc4ncccc4c3C3=C2C(=O)CC(C)(C)C3)cc1 (configuration not stated),-5,10
CC(C)(C)OC(=O)N1CCCC(CN)C1 (configuration not stated),·,-1
Cc1ccc(N2C(=O)CSC2c2cccc(F)c2)cc1Cl (configuration not stated),-4,-19
Cc1ccccc1C(=O)N1CCc2c(nc3cc(-c4ccccc4Cl)[nH]n3c2=O)C1,-3,33
CN1C(=O)N(CC(=O)NCc2ccc3c(c2)OCO3)C(=O)C12CCCCC2,-6,-12
COc1ccc(S(=O)(=O)Nc2ccccc2C(=O)N2CCCC2)cc1Br,2,4
O=C(O)c1c2c(nc3ccccc13)/C(=C/c1ccc([N+](=O)[O-])cc1)CC2,1,9
CC(CCC(=O)O)C1CCC2C3CC(O)C4CC(O)CCC4(C)C3CCC12C (configuration not stated),-9&-6,19
CCN(CC)S(=O)(=O)c1ccc(C(=O)Nc2ccc(I)cc2)cc1,-1,0
O=C(Cc1ccc(Br)cc1)Nc1ncc([N+](=O)[O-])s1,-3,12
Cc1nc(-c2cnccn2)ncc1S(=O)(=O)c1ccc(Cl)cc1,-19,·
CCOc1ccc(-c2noc(-c3ccccc3F)n2)cc1OC,-2,-6
COC(=O)c1ccc(CSc2ncccn2)cc1,-3,·
N#C/C(=C\c1cccc([N+](=O)[O-])c1)c1nn(CCO)c(N)c1C#N,1,8
N#CC1=CN(c2ccc(F)c(Cl)c2)c2ccccc2S1(=O)=O,3,-5
COc1ccccc1CNC(=O)COc1cc(C)c(Br)c(C)c1,0,-13
CC(C)(C)c1ccc(C(=O)NCc2[nH]nc3ccccc23)cc1,-3,14
O=C(c1cc(Sc2ccc(F)cc2F)nc2ccccc12)N1CCC2(CC1)OCCO2,-10,8
Cc1ccnc(NS(=O)(=O)c2ccc(NC(=O)c3ccc4c(c3)OCO4)cc2)n1,1,-4
CCOc1cc(C(=O)O/N=C(\N)c2cccnc2)cc(OCC)c1OCC,-13,i
Cc1ccc(-c2nc3cc(C)ccn3c2NC(=O)C(C)Cl)cc1 (configuration not stated),2,28
CCc1ccc(N=c2oc3c(C)ncc(CO)c3cc2C(=O)Nc2ccccc2CC)cc1,4,-2
Cn1nc(-c2nc(Cc3ccccc3)no2)c2c1CCN(C(=O)CCc1ccccc1)C2,0,7
CCOC(=O)CN1CCN(c2ccccc2Cl)C(=O)C1C (configuration not stated),-4,-10
O=C(CSc1nc2ccsc2c(=O)n1CCc1ccc(Cl)cc1)NC1CCCC1,-2,3
CSc1cccc(C(=O)N(CCn2cccn2)c2nc3c(Cl)cccc3s2)c1,-5,100*
O=C(Nc1ccc(Cl)cc1)N1CCc2nc(-c3ccccc3)ncc2C1,-5,-14
CCCOc1nccnc1NC1CCN(C(=O)c2ccnn2C)CC1,-2,6

# Whole records from above. Screens in order: Pf apPOL inh	mHTT-CaM PPI inh
# `CCOC(=O)CN1CCN(c2ccccc2Cl)C(=O)C1C` (configuration not stated) as listed: -4	-10
# `CCOc1ccc(-c2noc(-c3ccccc3F)n2)cc1OC` as listed: -2	-6
# `CC(=O)C1=C(C)NC(=O)NC1c1cccc(O)c1` (configuration not stated) as listed: -3	-5
# `CCCOc1nccnc1NC1CCN(C(=O)c2ccnn2C)CC1` as listed: -2	6
# `COc1cc(N=c2oc3c(O)cc(C(C)(C)C)cc3cc2C(N)=O)cc(OC)c1` as listed: -8	56*

# The list continues.
SMILES,Pf apPOL inh,mHTT-CaM PPI inh
COc1ccc(CNC(=O)C2CCCN(c3cn[nH]c(=O)c3)C2)cc1 (configuration not stated),4,1
COc1cc(C2C(C#N)=C(N)Oc3c2oc(CO)cc3=O)cc(OC)c1OC (configuration not stated),4&0,2&1
COc1cc(OC)cc(-c2nnc(NC(=O)c3ccc(S(=O)(=O)N4CCCC4)cc3)o2)c1,1,3
COc1ccc(C(C[N+](=O)[O-])c2c[nH]c3ccccc23)cc1 (configuration not stated),-2,36
NC(=O)c1ccccc1NC(=O)c1ccc(Cl)cc1Cl,2,-1
Cc1cccc(-c2nc(COc3ccc4c(c3)OCO4)no2)c1,-4,1
CCCC(=O)Nc1c(-c2ccc(OC)cc2)nc2cc(C)ccn12,22,21
c1ccc(-c2ccc(-c3ccccn3)nn2)nc1,·,100*
Cc1ccc(OCC(=O)O/N=C(\N)Cc2cccs2)c(Br)c1,-5,i
Cc1cccc(CNC(=O)c2cc(N(C)C)n3nccc3n2)c1,-6,-49
O=C(Cc1csc(Nc2ccccc2)n1)NCCC1=CCCCC1,-5,12
Nc1ccc(S(=O)(=O)Nc2nccc(/C=C/c3ccc(Cl)cc3Cl)n2)cc1,-8,5
Cc1nc2c3ccccc3nc(SCC(=O)c3ccc(Br)cc3)n2n1,-10,-5
CCCc1nc2sc3c(c2c(=O)n1NC(=O)c1ccc([N+](=O)[O-])cc1)CC(C)(C)OC3,-1,10
COCC(=O)Nc1ccc(C)c(Cl)c1,-10,-8
Cn1cccc1C1C(C#N)=C(N)Oc2n[nH]c(-c3ccccc3)c21 (configuration not stated),2,8
NNC(=O)Cn1c(-c2ccccn2)nc2ccccc21,3,5
CC(C)(C)C(=O)ON1C(=O)c2ccccc2C1=O,-10,-1
C=CCNC(=O)c1c(Cl)nc(C)c(Cl)c1C,-8,-3
COc1ccc(C2/C=C\CC(NC(=O)OCC3c4ccccc4-c4ccccc43)CC(=O)N2Cc2ccccc2F)cc1 (configuration not stated),-8&-5,39&19
Cc1cccc(NC(=O)CN2C(=O)C(c3ccccc3)=NC23CCCCCC3)c1,-4,-10
O=C(Nc1ccc(F)cc1)Nc1nnc(-c2cccs2)s1,-2,-4
CCOc1ccc2nc(C(=O)NC3CC3)cn2n1,-4,-2
OCC(CO)C(c1ccccc1)c1ccccc1,-5,-1
O=C(Oc1ccccc1)N1CCC(CNC(=O)C2(c3ccccc3)CCOCC2)CC1,-6,-3
Cc1cccc(NC(=O)C(=O)NCc2ccccn2)n1,-5,-11
CSC(=O)/C(C#N)=C/c1ccoc1,·,3
CCCc1cc(C2CCCN2C(=O)Nc2ccc(CC(=O)OCC)cc2)no1 (configuration not stated),-4,4
COc1cccc2cc(-c3cc(=O)oc4c(CN5CCCCC5)c(O)ccc34)c(=O)oc12,-1,7
O=C1OC(c2ccc(Cl)cc2)=N/C1=C\N1CCCCC1,0,6
COc1cc(NC(=O)c2ccc(C)c(Cl)c2)ccc1NC(=O)c1cc2ccccc2o1,-7,-1
CCC(=O)N(C)Cc1ccsc1,-9,-5
O=C(C1=COCCO1)N(CCn1cccn1)c1nc2c(F)cccc2s1,-3,-12
Cn1c(=O)c2c(nc(N3CCOCC3)n2Cc2ccccc2Cl)n(C)c1=O,3,-1
Cc1ccc(-n2c(=O)c3c4c(sc3n3c(C)nnc23)CN(Cc2ccccc2)CC4)cc1,0,39
CCOc1ccccc1C(=O)Nc1c2c(nn1-c1cccc(Cl)c1)CS(=O)C2 (configuration not stated),-8,0
CCCN1CC=C2C(C#N)=C(N)C(C#N)(C#N)C(c3ccccc3F)C2C1 (configuration not stated),-4,16
COc1ccc(NC(=O)c2cc(-c3ccccc3)n(C3CCS(=O)(=O)C3)n2)cc1OC (configuration not stated),2,4
Ic1ccc(OC2CCCCO2)cc1 (configuration not stated),-2,-32
Cc1noc(C)c1S(=O)(=O)NNC(=O)Nc1ccc(Cl)cc1,-2,·
COc1ccc(S(=O)(=O)Nc2ccccc2F)cc1OC,-4,-4
COc1cc2nc(-c3cccc(Br)c3)oc(=O)c2cc1OC,-1,-1
O=C(c1cc2cn(C3CC3)cc2s1)N1CCN(C2CCCCC2)CC1,0,55*
COc1ccc(S(=O)(=O)N2CCN(C(=O)c3ccccc3)CC2)cc1F,-11,4
Brc1csc(C2SCCS2)c1,-4,·
CC(C)C[C@@H](CO)NS(=O)(=O)c1c(F)cccc1F,0,-5
COc1cc(/C=c2\sc3nc(-c4cccs4)nn3c2=O)ccc1OCC(C)C,2,2
CCC(Sc1nc2ccccc2[nH]1)C(=O)Nc1cc(C)on1 (configuration not stated),-2,-5
COc1ccccc1CCC(=O)N1CCCC1c1nc(-c2cccc(C)c2)no1 (configuration not stated),-1,-5
O=S(=O)(Nc1ccccc1CO)c1ccc(Cl)cc1,-1,6
CC(C)NC(=O)c1ccc(OCC2CCN(C(=O)c3cccc(Cl)c3)CC2)cc1,-3,17

# This is a subset (hit frequency here may not be typical).
